High-throughput results (PubChem)
G9a inh: blocks human histone lysine methyltransferase G9a; Potency, µM (highest dose often 102 µM), for the others: at the top dose activity, negative = inhibition, usual class: inhibitors; 350,000 tested, 8.8% active; G9a H3K9 monomethylation, AlphaScreen, 2 h; also: % is scaled to controls: 0 for no effect and ±100 for the full control effect; nearly all actives have a fitted effect of over 75% in size
Target sequence (Q96KQ7 913-1193 limits assumed): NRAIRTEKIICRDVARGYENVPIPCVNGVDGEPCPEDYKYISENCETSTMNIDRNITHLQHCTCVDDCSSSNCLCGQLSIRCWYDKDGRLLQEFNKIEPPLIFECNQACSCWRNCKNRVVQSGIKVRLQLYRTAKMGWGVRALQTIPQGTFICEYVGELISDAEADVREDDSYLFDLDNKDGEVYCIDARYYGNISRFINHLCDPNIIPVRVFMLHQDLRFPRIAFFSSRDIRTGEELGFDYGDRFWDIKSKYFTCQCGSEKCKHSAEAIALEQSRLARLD
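Signal arises when biotinylated H3K9 peptide, once monomethylated, bridges streptavidin donor and antibody-captured acceptor beads. Enzyme at 20 nM was preincubated 15 min with test compounds; peptide 500 nM and SAM 20 uM then reacted for 2 h.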
POLB inh: inhibitors of human DNA polymerase beta. 340,000 tested, 1.3% active. Potency, µM (series often up to 114 µM), for inactives: top-dose activity change, negative = inhibition, hits mostly inhibitors. Pol beta primer extension/strand displacement, fluorescence kinetic; also: % is scaled to controls: 0 for no effect and ±100 for the full control effect
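Values derive from four-parameter Hill fits of normalized kinetic data: reads at 0 and 10 min following addition of 50 nM substrate to 10 nM Pol beta preincubated 15 min with compound.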
APE1 inh: APE1 (human) endonuclease inhibition; 350,000 tested, 0.35% active; Potency, µM (highest dose often 65.8 µM), inactives show at the highest dose activity change, negative = inhibition, actives largely listed as inhibitors; recombinant APE1, TAMRA/BHQ-2 abasic DNA cleavage fluorescence; AID 2517;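 also: plate controls were vehicle for no effect and reference inhibitor for full effect; nearly all actives have a fitted effect of over 55% in size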
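Compound pre-exposure to 0.75 nM APE1, 15 min at ambient temperature. Reaction initiated with 50 nM TAMRA/BHQ-2 THF substrate, read immediately in kinetic mode, 525 nm excitation, 598 nm emission.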
POLK inh: blocks human DNA polymerase kappa activity. Q9UBT6. purified Pol kappa, fluorescent DNA synthesis assay, 10 min. Potency, µM (top dose mostly 107 µM), for inactives: at the top dose activity, negative = inhibition, usual class: inhibitors. 400,000 tested, 0.53% active. AID 588579; also: % is scaled to controls: 0 for no effect and ±100 for the full control effect
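Readout: fluorescence, taken kinetically at 0 and 10 min. Conditions: 10 nM Pol kappa, 15 min RT compound preincubation, 50 nM substrate final. Controls: enzyme-free buffer wells.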
JMJD2A Tudor inh: blocks the human JMJD2A Tudor domain; O75164; AlphaScreen JMJD2A-Tudor / H3K4me3 peptide binding; Potency, µM (titrated, usually from 114 µM), for inactives: at the highest dose activity change, negative = inhibition, most hits filed as inhibitors; 390,000 tested, 4.4% active; AID 504339; also: % is scaled to controls: 0 for no effect and ±100 for the full control effect; nearly all actives have a fitted effect of over 50% in size
BAZ2B inh: blocks human BAZ2B | AlphaScreen BAZ2B-H3K14Ac peptide displacement | Potency, µM (series often up to 114 µM), inactives show at the top dose activity change, negative = inhibition, usual class: inhibitors | 360,000 tested, 4.4% active | AID 504333; also: % is scaled to controls: 0 for no effect and ±100 for the full control effect; nearly all actives have a fitted effect of over 60% in size
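AlphaScreen displacement: compounds (up to 110uM) incubated 30 min at room temperature with a preformed 50 nM BAZ2B/50 nM biotinylated H3K14Ac peptide complex in PBS pH 7.4 with Tween-20. Donor and acceptor beads at 10 ug/mL final added, 20 min light-protected before reading.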
BLM inh: Bloom syndrome helicase (human) inhibition; P54132; recombinant BLM DNA unwinding, fluorescence dequenching; Potency, µM (top dose mostly 56.1 µM), for the others: at the top dose activity change, negative = inhibition, actives largely listed as inhibitors; 350,000 tested, 0.2% active;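 also: plate controls were vehicle for no effect and no enzyme for full effect; nearly all actives have a fitted effect of over 35% in size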
Pol eta inh: blocks human DNA polymerase eta activity | Q9Y253 | recombinant Pol eta, fluorescent DNA replication assay | Potency, µM (top dose mostly 114 µM), for the others: at the highest dose activity change, negative = inhibition, usual class: inhibitors | 390,000 tested, 1.2% active; also: % is scaled to controls: 0 for no effect and ±100 for the full control effect
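Fluorescent replication assay: 50 nM final substrate added after a 15 min room-temperature compound preincubation with 10 nM enzyme. Signal taken at 0 min and again at 10 min.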
Pol iota inh: inhibitors of human DNA polymerase iota; Q9UNA4; Pol iota fluorescent replication assay, 10 min; Potency, µM (top dose mostly 115 µM), inactives show at the top dose activity, negative = inhibition, most hits filed as inhibitors; 390,000 tested, 1% active
Target sequence (Q9UNA4 whole entry, looked up): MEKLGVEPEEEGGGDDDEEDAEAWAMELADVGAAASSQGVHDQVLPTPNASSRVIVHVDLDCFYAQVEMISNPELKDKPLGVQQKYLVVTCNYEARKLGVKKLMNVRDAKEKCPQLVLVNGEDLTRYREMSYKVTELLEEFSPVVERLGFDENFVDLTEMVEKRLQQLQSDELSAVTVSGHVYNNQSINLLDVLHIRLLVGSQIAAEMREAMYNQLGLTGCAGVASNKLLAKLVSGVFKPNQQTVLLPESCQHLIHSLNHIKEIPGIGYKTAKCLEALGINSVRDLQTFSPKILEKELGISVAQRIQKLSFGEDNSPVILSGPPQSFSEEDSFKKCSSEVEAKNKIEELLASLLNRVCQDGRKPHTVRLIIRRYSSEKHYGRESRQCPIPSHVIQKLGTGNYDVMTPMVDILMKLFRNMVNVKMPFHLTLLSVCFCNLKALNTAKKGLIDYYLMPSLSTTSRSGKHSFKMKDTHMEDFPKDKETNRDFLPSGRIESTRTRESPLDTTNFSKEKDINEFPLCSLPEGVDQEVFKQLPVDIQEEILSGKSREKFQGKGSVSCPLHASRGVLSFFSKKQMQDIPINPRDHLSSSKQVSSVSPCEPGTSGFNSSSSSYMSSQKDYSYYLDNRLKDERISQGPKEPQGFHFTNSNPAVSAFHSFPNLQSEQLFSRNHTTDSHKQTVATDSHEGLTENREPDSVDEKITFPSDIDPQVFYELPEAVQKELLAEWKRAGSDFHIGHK
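Pol iota at 10 nM preincubated 15 min with compounds at room temperature; reaction started with fluorescent substrate, 50 nM final. Fluorescence read kinetically at 0 and 10 min; buffer-only wells as negative control.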
* marks the source's active call; other numbers are inactive results; ? = inconclusive; · = no result given; & = joins results of further samples; ! = not active in a repeat; [ ] = remark or other dose. Calls follow the shape of the dose curve; as a rule, active = well fitted curve in the direction sought with a large enough effect; inconclusive = small, poorly fitted or top-dose-only effect, or another doubt; inactive = no such curve, though single readings can be large; an effect the other way counts as inactive or inconclusive. Potency is read from the fitted curve at half-maximal effect. Not all compounds are listed (hit frequency here may not be typical).

SMILES | G9a inh | POLB inh | APE1 inh | POLK inh | JMJD2A Tudor inh | BAZ2B inh | BLM inh | Pol eta inh | Pol iota inh
Cn1c(O)c(C=NCCc2c[nH]c3ccccc23)c(=O)n(C)c1=O | 15%[59 µM] | 3% | -4% | -11% | -18% | 1% | -5% | -6% | 11%
CC(=Nc1ccc2c(c1)CCC2)c1c(O)n(C)c(=O)n(C)c1=O | -5% | -12% | 1% | 0% | 12% | 4% | 1% | -21% | 16%
CCC(=NCCCn1ccnc1)c1c(O)n(-c2ccc(OC)cc2)c(=O)[nH]c1=O | · | 27% | 17% | -8% | -8% | -6% | -2% | -7% | -2%[58.9 µM]
CC(NCC#Cc1ccccc1)C(O)c1ccccc1 (stereo unspecified) | ? | -1% | -5% | 4% | -8% | -15% | 1% | -18% | 37%[activator]
COc1ccc(C)cc1NC(=O)CN1CCN(CC(=O)Nc2ccccc2F)CC1 | 40µM*! | -7%&18% | 4% | 1% | 9%&0% | -2%&1% | -2%&-1% | -14%&-8% | 9%&20%
COC(=O)C1=C(c2cccc(C#N)c2)C[C@@H]2CC[C@H]1N2C(=O)NCCOc1ccccc1Cl | -1%[2.33 µM] | · | -6% | -1% | -11% | 1% | · | -17% | 22%
COC(=O)C1=CO[C@@H](C)[C@@H]2CN(CCc3c[nH]c4ccccc34)CC[C@H]12 | · | · | · | -11% | ? | · | · | -15% | 9%
Cc1ccsc1/C=N/NC(=O)Cc1cc(=O)[nH][nH]1 | · | 2% | -2% | 8% | -19% | -6% | 0% | -7% | ?
COc1ccc(-c2cc(=Nc3cccc(C(=O)O)c3)c3cc(C)ccc3o2)cc1 | ? | ? | -4% | -2% | ? | · | 0% | -23% | 70%[activator]
CC(=NCc1ccc2c(c1)OCO2)c1c(O)n(-c2ccc(C)cc2)c(=O)[nH]c1=O | 9% | -10% | 0% | -4% | -2% | -9% | -4% | -19% | 157%[activator]
Cc1cc(-c2ccccc2)cc(C)[n+]1Cc1ccccc1 | -16%[2.33 µM] | · | 22% | -13% | -20% | 10% | · | -2% | 9%
O=c1c2ccccc2nc(-c2ccoc2)n1-c1ccccc1Cl | 14%[59 µM] | ? | -7% | 2% | -10% | -4% | -1% | -12% | -5%
CCCCCl | 29%[59 µM] | · | 24% | -1%[60.1 µM] | · | · | 6% | · | ·
Cc1cc(N2CCOCC2)nc2ccc(NC(=O)CCC(=O)N3CCC4(CC3)OCCO4)cc12 | -5% | 17% | -2% | -2% | 1% | ? | -12% | -18% | 26%
Cn1cccc1CNCCc1ccccc1F | ? | -7% | 0% | 1% | -21% | · | 0% | -5% | 9%
Oc1ccc2c3c1O[C@H]1c4[nH]c5ccccc5c4C[C@@]4(O)C(C2)N(CC2CC2)CC[C@]314 | ? | -14% | -5% | · | · | -30% | -1% | · | ·
O=P(CCl)(Nc1ccccc1)C(Cl)(Cl)Cl (stereo unspecified) | -5% | 13% | ? | 2% | 1% | -14% | -1% | 4% | 36%[activator]
Cc1cc(/C=C2\C(=O)NC(=O)N(C)C2=O)c(C)n1-c1ccc2c(c1)OCO2 | -50% | ? | -3% | -40% | -32% | ? | -12% | ? | ?
CC(C)OP(=O)(Oc1ccc(C(O)C(Cl)(Cl)Cl)cc1)OC(C)C (stereo unspecified) | -4% | -17% | -5% | 5% | -14% | -1% | -4% | -18% | 27%
COc1nc2ccccc2nc1N1CCN(C)CC1 | -1% | 15% | 0% | -1% | 8% | 14% | 2% | -1% | 26%
CNC(=O)N(C)c1ccc(C(O)(C(=O)OC)C(F)(F)F)cc1 (stereo unspecified) | 6% | 26% | -1% | 4% | -14% | -9% | 1% | -18% | 11%
O=C(c1cccc(C(F)(F)F)c1)N1C[C@H]2C[C@@H](C1)c1cccc(=O)n1C2 | 4%[12.7 µM] | 13% | 18% | 5% | -12% | 2% | 0% | -24% | 34%[activator]
C[C@@H]1O[C@@H](O[C@H]2C[C@@H](O)[C@]3(CO)[C@@H]4C(CC[C@]3(O)C2)[C@@]2(O)CC[C@H](C3COC(=O)C3)[C@@]2(C)C[C@H]4O)[C@H](O)[C@H](O)[C@H]1O (stereo partly specified) | -4%[59 µM] | · | -15% | -15% | -11% | -5% | · | -2% | 36%[activator]
COc1ccc(-n2c(/C=C/c3ccc(O)c(O)c3)nc3ccccc3c2=O)cc1 | 32µM* | ? | -25% | 3% | ? | ? | -20% | ? | 6%
Cc1ccc(OCC(=O)N2CCN(CCc3ccncc3)CC2)cc1 | -23%[59 µM] | 14% | · | 3% | -13% | -6% | 1% | -8% | -5%

Taken from above.
`Cn1c(O)c(C=NCCc2c[nH]c3ccccc23)c(=O)n(C)c1=O` @ POLK inh = -11%
`Cn1cccc1CNCCc1ccccc1F` @ POLK inh = 1%

Given as comma-separated lines: three of the compounds above.
Compound,G9a inh,POLB inh,APE1 inh,POLK inh,JMJD2A Tudor inh,BAZ2B inh,BLM inh,Pol eta inh,Pol iota inh
CC(=Nc1ccc2c(c1)CCC2)c1c(O)n(C)c(=O)n(C)c1=O,-5%,-12%,1%,0%,12%,4%,1%,-21%,16%
CCC(=NCCCn1ccnc1)c1c(O)n(-c2ccc(OC)cc2)c(=O)[nH]c1=O,·,27%,17%,-8%,-8%,-6%,-2%,-7%,-2%[58.9 µM]
CC(NCC#Cc1ccccc1)C(O)c1ccccc1 (stereo unspecified),?,-1%,-5%,4%,-8%,-15%,1%,-18%,37%[activator]

The listing picks up; the two compounds before the break are reprinted first.
SMILES | G9a inh | POLB inh | APE1 inh | POLK inh | JMJD2A Tudor inh | BAZ2B inh | BLM inh | Pol eta inh | Pol iota inh
COc1ccc(-n2c(/C=C/c3ccc(O)c(O)c3)nc3ccccc3c2=O)cc1 | 32µM* | ? | -25% | 3% | ? | ? | -20% | ? | 6%
Cc1ccc(OCC(=O)N2CCN(CCc3ccncc3)CC2)cc1 | -23%[59 µM] | 14% | · | 3% | -13% | -6% | 1% | -8% | -5%
O=c1[nH]c(=S)[nH]c(O)c1N=Nc1cc2c(cc1[N+](=O)[O-])OCO2 | 50µM* | -20% | -2% | -11% | -12%[57.1 µM] | -31% | -10% | -28% | 95%[activator]
CC(C)Sc1nnc([C@@H](N)Cc2c[nH]c3ccccc23)o1 | ? | 20% | -2% | -7% | -6% | ? | -5% | -15% | 13%
CS/C(N)=C(C#N)/C(C#N)=C(\N)SC | ? | · | 3% | -18%[60.1 µM] | · | · | 7% | · | ·
COC(=O)C1=CO[C@@H](O[C@@H]2O[C@H](CO)[C@@H](O)[C@H](O)[C@H]2O)C2C(CO)=CCC12 (stereo partly specified) | · | · | 18%&-2% | 3%&-2% | -5%&-16% | · | 6% | -11% | 25%&-3%
CC(C)CCNC(=O)c1cc(C(=O)c2cc(F)ccc2O)cn(CCC(C)C)c1=O | 0% | 13% | 2% | 3% | -4% | -2% | 0% | -17% | 96%[activator]
CCOC(=O)C1=C(N)OC2=C(C(=O)CC(C)(C)C2)C12C(=O)Nc1ccccc12 (stereo unspecified) | 10% | -1% | -3% | -3% | 1% | -3% | 3% | 3% | 37%[activator]
CN1CC(C(=O)c2ccccc2)C(C(=O)c2ccccc2)C1 (stereo unspecified) | -46% | -1% | -4% | 1% | -11% | 17% | 1% | -10% | -12%
O=c1c([N+](=O)[O-])cn(O)cc1[N+](=O)[O-] | · | · | · | -5% | 2% | · | · | -14% | 9%
C=CCn1c(O)c(C(C)=NCCCn2ccnc2)c(=O)[nH]c1=O | 7% | 4% | 3% | -3% | -13% | -15% | -1% | -13% | 54%[activator]
O=C(c1cncc(Br)c1)N1CCN(S(=O)(=O)c2ccc3ccccc3c2)CC1 | · | · | 17% | -6% | -16% | · | · | -11% | 49%[activator]
CC1C(c2ccccc2)OC(=O)N1C (stereo unspecified) | · | · | · | -5% | -12% | · | · | 5% | 20%
CCN(CC(=O)Nc1ccc(C#N)c(Cl)c1)CC(=O)NC(C)(C)C | -18%[59 µM] | 16% | -3% | 2% | 9% | -13% | 0% | -18% | 126%[activator]
COc1ccccc1C1=NOC(COC(=O)c2ccc([N+](=O)[O-])cc2)C1 (stereo unspecified) | -1% | 0% | ? | 8% | -13% | -23% | 1% | -11% | 6%
O=C(c1c[nH]c(C(=O)C(Cl)(Cl)Cl)c1)c1ccccc1Cl | -2%[59 µM] | 14% | -1% | -6% | ? | ? | -6% | ? | 10%
O=C1NC(=O)N(CC2CCCO2)C(=O)/C1=C/c1cccs1 (stereo unspecified) | 8%[12.7 µM] | ? | -4% | ? | -26% | -4% | -6% | ? | ?
CC=C(CC)C1(CC)C(=O)NC(=S)NC1=O | · | · | · | -9% | -9% | · | · | -7% | 6%
O=C(Nc1ccccc1)c1c(O)[nH]c(=O)[nH]c1=O | · | · | · | -4% | -19% | · | · | 0% | 5%
Cc1nn(C)c(C)c1P(=S)(c1c(C)nn(C)c1C)N(C)C | 14µM* | 3% | 3% | 0% | -11% | -30% | 0% | -5% | 36%[activator]
O=C(CCC1N=C2c3ccccc3N=C(SCc3cccc(Cl)c3)N2C1=O)N1CCN(c2ccccc2)CC1 (stereo unspecified) | ? | -12% | · | 5% | -31% | -27% | -4% | -6% | 9%
O=C(O)Cc1cccnc1C(=O)O | ? | · | -5%&18% | -3%&-8%[19.4 µM] | · | · | 1% | · | ·
CSc1ncc(/C=C2/C(=O)NC(=O)N(c3ccc(Cl)cc3)C2=O)cn1 | 8.9µM* | -23% | 6% | 1% | ? | -16% | -6% | -10% | ?

2 compounds drawn at random from those above, as already listed:
SMILES | G9a inh | POLB inh | APE1 inh | POLK inh | JMJD2A Tudor inh | BAZ2B inh | BLM inh | Pol eta inh | Pol iota inh
O=C(c1cccc(C(F)(F)F)c1)N1C[C@H]2C[C@@H](C1)c1cccc(=O)n1C2 | 4%[12.7 µM] | 13% | 18% | 5% | -12% | 2% | 0% | -24% | 34%[activator]
CNC(=O)N(C)c1ccc(C(O)(C(=O)OC)C(F)(F)F)cc1 (stereo unspecified) | 6% | 26% | -1% | 4% | -14% | -9% | 1% | -18% | 11%
